Source: PubChem (National Center for Advancing Translational Sciences (NCATS))
WRN helicase inh – inhibitors of human WRN helicase; Q14191; WRN helicase unwinding, fluorescent forked duplex, kinetic; Potency, µM (series often up to 114 µM), inactives show at the top dose activity change, negative = inhibition, most hits filed as inhibitors; 360,000 compounds, 0.46% hits; AID 651768; also: potency is read from the fitted curve at half-maximal effect; % is scaled to controls: 0 for no effect and ±100 for the full control effect; nearly all actives have a fitted effect of over 55% in size
Target sequence (Q14191 whole entry, looked up): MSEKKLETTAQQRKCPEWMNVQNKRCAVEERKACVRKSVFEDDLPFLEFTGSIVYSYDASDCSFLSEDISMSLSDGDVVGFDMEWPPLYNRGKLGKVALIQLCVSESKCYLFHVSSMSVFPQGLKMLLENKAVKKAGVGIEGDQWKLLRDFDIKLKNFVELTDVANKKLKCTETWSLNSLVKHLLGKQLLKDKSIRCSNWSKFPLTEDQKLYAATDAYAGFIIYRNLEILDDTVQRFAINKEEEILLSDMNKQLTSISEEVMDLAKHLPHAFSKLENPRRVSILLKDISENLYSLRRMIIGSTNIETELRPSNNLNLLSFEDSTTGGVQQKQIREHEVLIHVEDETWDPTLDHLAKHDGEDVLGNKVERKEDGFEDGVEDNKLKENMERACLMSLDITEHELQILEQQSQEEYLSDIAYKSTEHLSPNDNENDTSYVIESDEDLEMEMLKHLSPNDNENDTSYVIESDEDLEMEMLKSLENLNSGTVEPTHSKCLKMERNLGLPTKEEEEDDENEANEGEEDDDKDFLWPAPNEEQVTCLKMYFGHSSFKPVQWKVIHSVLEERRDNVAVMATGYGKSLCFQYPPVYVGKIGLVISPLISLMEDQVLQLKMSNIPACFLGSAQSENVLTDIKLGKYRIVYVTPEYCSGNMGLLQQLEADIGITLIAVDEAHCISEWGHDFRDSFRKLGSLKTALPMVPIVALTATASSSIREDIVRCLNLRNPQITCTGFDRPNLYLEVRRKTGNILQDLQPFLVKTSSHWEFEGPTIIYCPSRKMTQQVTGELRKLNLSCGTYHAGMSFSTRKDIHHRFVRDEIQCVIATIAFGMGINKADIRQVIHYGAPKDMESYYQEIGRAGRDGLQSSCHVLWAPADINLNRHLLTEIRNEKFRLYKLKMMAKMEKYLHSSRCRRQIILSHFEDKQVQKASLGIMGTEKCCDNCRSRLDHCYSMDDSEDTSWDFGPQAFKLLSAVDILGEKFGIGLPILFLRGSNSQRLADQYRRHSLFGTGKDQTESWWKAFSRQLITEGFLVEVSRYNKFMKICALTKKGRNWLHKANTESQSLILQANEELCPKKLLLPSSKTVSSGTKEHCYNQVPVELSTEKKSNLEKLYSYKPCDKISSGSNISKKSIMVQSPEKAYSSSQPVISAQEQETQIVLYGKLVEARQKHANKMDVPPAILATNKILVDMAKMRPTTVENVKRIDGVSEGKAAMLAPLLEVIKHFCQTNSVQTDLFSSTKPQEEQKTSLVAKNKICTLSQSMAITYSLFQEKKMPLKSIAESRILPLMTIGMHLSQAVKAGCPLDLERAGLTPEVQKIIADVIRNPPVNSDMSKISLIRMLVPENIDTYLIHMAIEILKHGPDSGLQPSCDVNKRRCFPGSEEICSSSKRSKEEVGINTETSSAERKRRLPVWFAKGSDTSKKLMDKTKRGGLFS
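WRN at 20 nM final was preincubated with compound for 15 min at room temperature; reaction started with 100 nM forked duplex oligonucleotide carrying fluorophore and quencher plus 2 mM ATP (final). Unwinding followed kinetically by red fluorescence (ex 525/em 598 nm).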
HT1080-NT tox – kills 2HG-producing HT-1080-NT fibrosarcoma cells; Potency, µM (highest dose often 46.1 µM), for the others: top-dose activity, negative = less viability, hits mostly cytotoxic; 360,000 compounds, 1.6% hits; HT-1080-NT fibrosarcoma viability, CellTiter-Glo ATP luminescence, 48 h;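 also: NT is the 2HG producing partner of a matched IDH1 knockdown line; potency is read from the fitted curve at half-maximal effect; 0% = DMSO-treated cells and -100% = media-only wells without cells; nearly all actives have a fitted effect of over 55% in size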
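Viability of the 2HG-overproducing fibrosarcoma line after 48 hours of compound exposure at 37 degrees C was determined by luminescence with CellTiter-Glo, and concentration-effect curves were then fitted and categorized.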
KB-3-1 cytotox – kills parental KB-3-1 adenocarcinoma cells; Potency, µM (series often up to 46.1 µM), for inactives: at the highest dose activity change, negative = cytotoxic, most hits filed as cytotoxic; AID 1347075; KB-3-1 viability, CellTiter-Glo ATP luminescence, 72 h; 400,000 compounds, 1.4% hits; also: potency is read from the fitted curve at half-maximal effect; % is scaled to controls: 0 for no effect and ±100 for the full control effect; nearly all actives have a fitted effect of over 60% in size
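Here the drug-naive KB-3-1 line serves as comparator for MDR sub-line selectivity; cells received compound titrations, 72 h at 37 °C, then CellTiter-Glo readout.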
KB-V1 MDR tox – KB-V1 MDR subline cytotoxicity; 400,000 compounds, 3.4% hits; Potency, µM (series often up to 46.1 µM), without a hit: at the highest dose activity change, negative = cytotoxicity, hits mostly cytotoxic; KB-V1 MDR cells viability, CellTiter-Glo, 72 h; also: potency is read from the fitted curve at half-maximal effect; % is scaled to controls: 0 for no effect and ±100 for the full control effect; nearly all actives have a fitted effect of over 60% in size
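Cells of the MDR subline KB-V1 are plated, dosed with compound at multiple concentrations, and incubated 72 h at 37 degrees C; CellTiter-Glo is then added and luminescence read after 10 min.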
MCF10A rerep – induces DNA re-replication in MCF 10a normal breast cells; Potency, µM (titrated, usually from 46.1 µM), inactives show top-dose activity, positive = re-replication, actives largely listed as activators; MCF 10A DNA re-replication, Hoechst nuclear intensity, 48 h; 350,000 compounds, 2.9% hits; also: potency is read from the fitted curve at half-maximal effect; % of control where 0% means no effect; nearly all actives have a fitted effect of over 50% in size
IL-1B inflam inh – blocks inflammasome-driven IL-1 beta release | THP-1 LPS/ATP IL-1B secretion, AlphaLISA, 16 h; active compounds read low | activity change, % at 57.5 µM | 360,000 compounds, 4.7% hits; in the data active = activity change below about -50%; inconclusive = mostly about -30% to -49%; also: % is scaled to controls: 0 for no effect and ±100 for the full control effect
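Secreted IL-1B measured by AlphaLISA bead assay after 16 h compound exposure of THP-1 cells; compounds (final up to 57.5 uM) added 1 h before LPS (250 ng/mL) and ATP (1.25 mM) stimulation; lower signal means less secretion.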
HT1080 IDH1KD tx – toxicity to HT-1080 IDH1 knockdown cells (counter line); HT-1080 IDH1 knockdown viability, ATP luminescence, 48 h; AID 686971; Potency, µM (doses to about 46.1 µM), inactives show at the highest dose activity, negative = toxicity, actives largely listed as cytotoxic; 360,000 compounds, 2% hits;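 also: potency is read from the fitted curve at half-maximal effect; 0% = DMSO wells and -100% = cell-free medium wells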
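% activity derives from luminescence (CellTiter-Glo), normalised to DMSO and no-cell wells. HT-1080-IDH1KD cells, 750/well, had 48 h compound exposure at 37 °C.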
SW480 rereplic – inducers of DNA re-replication in SW480 colon cancer cells | AID 624297 | 340,000 compounds, 1.8% hits | Potency, µM (top dose mostly 46.1 µM), inactives show at the highest dose re-replication activation, usual class: activators | SW480 DNA re-replication, Hoechst DNA content imaging, 48 h; also: potency is read from the fitted curve at half-maximal effect; % of control where 0% means no effect; nearly all actives have a fitted effect of over 55% in size
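SW480 cells exposed to compounds for 48 hr at 37 C, 5% CO2, then Hoechst-stained 40 min. Nuclear DNA content imaged by fluorescence scanning (405 nm excitation, 500-530 nm emission); re-replication scored as increased high-intensity nuclei.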
ATXN2 expr inh – inhibitors of ATXN2 expression; 360,000 compounds, 0.72% hits; HEK-293 ATXN2-luciferase reporter, luminescence, 24 h; AID 1745845; Potency, µM (doses to about 57 µM), for inactives: at the top dose activity change, negative = inhibition, usual class: inhibitors; also: potency is read from the fitted curve at half-maximal effect; % is scaled to controls: 0 for no effect and ±100 for the full control effect; nearly all actives have a fitted effect of over 55% in size
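ATXN2-luciferase reporter cells (luciferase flanked by upstream and downstream ATXN2 gene portions) were treated 24 h at 37 °C with compounds at up to 57 uM. SteadyGlo luminescence gave expression; GF-AFC fluorescence gave viability.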
* marks the source's active call; other numbers are inactive results; ? = inconclusive; / = not tested or not shown; [ ] = dose if it differs, or a comment. Unless noted, calls follow the shape of the dose curve; as a rule, active = well fitted curve in the direction sought with a large enough effect; inconclusive = small, poorly fitted or top-dose-only effect, or another doubt; inactive = no such curve, though single readings can be large; an effect the other way counts as inactive or inconclusive. Hits appear at their usual frequency, and some 12% of all compounds hit somewhere here.

No.	SMILES	WRN helicase inh	HT1080-NT tox	KB-3-1 cytotox	KB-V1 MDR tox	MCF10A rerep
1	Cc1nnc(SCc2nc3sc(C(=O)O)c(C)c3c(=O)[nH]2)s1	-23%	-2%	4%	10%	1%
2	c1ccc(CN2CCOCCOCCOCCOCCOCCOCC2)cc1	7%	17%	6%	-1%	0%
3	COC(=O)C1(C)NC(c2ccc(O)cc2)C2C(=O)N(c3ccc(F)cc3)C(=O)C21 (centres undefined)	5%	5%	-3%	5%	-4%
4	O=[N+]([O-])c1ccccc1CN1CCN(S(=O)(=O)Cc2ccccc2)CC1	?	-2%	10%	?	16%
5	CN(CC(=O)Nc1ccc(N2CCOCC2)cc1)C(=O)CSc1ccccc1F	6%	-3%	-19%	-15%	-1%
6	COc1ccccc1N1CCN(C(=O)c2cc(-c3ccc4c(c3)OCO4)on2)CC1	3%	2%	-11%	16µM*	2%
7	CCOC(=O)C1CCCN(c2nc3ccccc3nc2C(C#N)C(=O)OC(C)C)C1 (centres undefined)	6%	-5%	4%	?	7%
8	CC(C)(C)[C@@H]1COC(=O)[C@@H](Cc2ccc(F)cc2)C/C=C\C[C@H](CC(=O)N(CCO)Cc2ccccc2)C(=O)N1	-2%	-9%	0%	0%	51%
9	COc1ccc(-c2nnc3c4ccccc4c(C)nn23)cc1S(=O)(=O)N1CCN(CCO)CC1	-9%	?	?	?	13%
10	CCn1cc(S(=O)(=O)Nc2ccc3c(c2)OCCO3)cn1	-3%	10%	0%	-12%	11%[9.22 µM]
11	Oc1ccc(Nc2ncnc3ccccc23)cc1	-13%	2%	-8%	13%	13%
12	Cc1ccc(C)c(NC(=O)Cn2nc(C)c3ccccc3c2=O)c1	1%	-9%	-4%	-10%	-184%[0.0737 µM]

No.	IL-1B inflam inh	HT1080 IDH1KD tx	SW480 rereplic	ATXN2 expr inh
1	-2	20%	30%	3%
2	-4	13%	-5%	21%
3	1	7%	0%	/
4	-1	0%	5%	-8%
5	-4	1%	2%	/
6	23	-5%	0%	-23%
7	0	0%	?	62%[activator]
8	-19	-10%	?	-14%
9	-6	8.9µM*	-4%	-13%
10	?	-1%	2%	-27%
11	49	-10%	-8%	/
12	-7	-13%	-25%	1%

Seven of the entries above in order of their number in WRN helicase inh, largest number first.
cpd	SMILES	WRN helicase inh	IL-1B inflam inh	SW480 rereplic
2	c1ccc(CN2CCOCCOCCOCCOCCOCCOCC2)cc1	7%	-4	-5%
5	CN(CC(=O)Nc1ccc(N2CCOCC2)cc1)C(=O)CSc1ccccc1F	6%	-4	2%
3	COC(=O)C1(C)NC(c2ccc(O)cc2)C2C(=O)N(c3ccc(F)cc3)C(=O)C21 (centres undefined)	5%	1	0%
6	COc1ccccc1N1CCN(C(=O)c2cc(-c3ccc4c(c3)OCO4)on2)CC1	3%	23	0%
12	Cc1ccc(C)c(NC(=O)Cn2nc(C)c3ccccc3c2=O)c1	1%	-7	-25%
11	Oc1ccc(Nc2ncnc3ccccc23)cc1	-13%	49	-8%
1	Cc1nnc(SCc2nc3sc(C(=O)O)c(C)c3c(=O)[nH]2)s1	-23%	-2	30%

More structures.
No.	SMILES	WRN helicase inh	HT1080-NT tox	KB-3-1 cytotox	KB-V1 MDR tox	MCF10A rerep
13	COC(=O)COc1ccc(S(=O)(=O)NCc2ccccn2)cc1	7%	22%	-7%	0%	-1%
14	O=C(NCc1ccccc1Cl)C1CCCO1 (centres undefined)	-1%	18%	0%	-9%	-8%
15	CC(C)NC(=O)c1cc2cc(Br)ccc2oc1=O	8%	0%	-3%	2%	4%
16	COCCn1c(-c2cccs2)nc2nc3ccccc3nc21	-5%	-1%	2%	-23%	?
17	CC(C)CC(NC(=O)C1CCC(C)CC1)C(=O)Nc1cccnc1 (centres undefined)	3%	1%	6%	6%	1%
18	CCCCn1c(=O)c(C(=O)OCC)c(O)c2ccccc21	-11%	2%	-4%	20%	1%
19	CC(=O)C1C(c2cn(-c3ccccc3)nc2-c2cccs2)NC(=O)NC1(O)C(F)(F)F (centres undefined)	-20%	-3%	-11%	43%	10%
20	Cn1cnc2c(cnn2C)c1=O	6%	8%	-1%	25%	1%
21	O=C(Cc1ccc(F)cc1)OCn1nnc2ccccc2c1=O	-19%	?	-2%	0%	?
22	Cc1cc(C)cc(C(=O)NCC(=O)OCC(=O)Nc2ccc(C)cc2Br)c1	-10%	3%	3%	-5%	-4%
23	O=C(Oc1cccc(F)c1)c1ccc2c(=O)n3c(nc2c1)CCC3	-6%	-2%	4%	3%	10%
24	Cc1ccccc1-c1ncc(CN2CCC(CO)(CCCc3ccccc3)CC2)cn1	-4%	-17%	?	-4%	?

No.	IL-1B inflam inh	HT1080 IDH1KD tx	SW480 rereplic	ATXN2 expr inh
13	5	7%	-1%	8%
14	3	11%	-4%	/
15	0	2%	27%	1%
16	25	-5%	7.3µM*	/
17	6	0%	-6%	-14%
18	8	-1%	-14%	23%
19	6	-2%	5%	10%
20	-14	22%	-5%	5%
21	-19	-5%	5%	7%
22	-6	8%	-4%	-18%
23	-5	0%	-6%	-10%
24	-19	-17%	21%	-2%

Continued.
No.	SMILES	WRN helicase inh	HT1080-NT tox	KB-3-1 cytotox	KB-V1 MDR tox	MCF10A rerep
25	CCN1CCN(C(=O)CCc2nnc3ccc(N4CCN(c5cccc(OC)c5)CC4)nn23)CC1	-2%	-2%	?	-14%	0%
26	COc1ccc(C(=O)CSc2nc(C)cc(=O)[nH]2)cc1	-1%	-3%	0%	19%	-10%
27	CCC(Sc1nnnn1-c1ccccc1)C(=O)Nc1nc2ccccc2s1 (centres undefined)	-8%	?	-2%	-4%	?
28	CC(=O)CC(c1ccccc1)S(=O)(=O)c1ccc(C)cc1 (centres undefined)	-3%	11%	3%	8%	1%
29	CCCCCc1c(-c2ccc(Cl)cc2)ncn1CCc1ccccc1OC	-12%	?	?	12µM*	/
30	C/C=C/c1cnc2c(c1)C(=O)N([C@H](C)CO)C[C@H](C)[C@@H](CN(C)C(=O)CN1CCOCC1)O2	-10%	9%	-2%	16%	/
31	COc1ccc(NC(=O)CN2C(=O)c3ccccc3S2(=O)=O)cc1S(=O)(=O)N1CCOCC1	-1%	5%	19%	4%	-1%
32	O=C(Cc1nc2ccccc2[nH]1)N/N=C/c1ccccc1	7%	0%	1%	0%	12µM*
33	COc1nc(N(C)S(=O)(=O)c2ccc(C)cc2)nc(C)c1Cl	-8%	2%	?	-17%	1%
34	O=C1C2CC=CCC2C(=O)N1c1n[nH]c(Cc2ccccc2)n1 (centres undefined)	1%	-1%	-2%	-2%	7.3µM*
35	COc1ccc(OC)c(S(=O)(=O)NCc2ccc(N3CCN(C)CC3)cc2)c1	5%	8%	11%	19%	5%
36	CCc1ccc2c(c1)NC(=O)C2(C)Cc1ccc(C(F)(F)F)o1 (centres undefined)	-5%	-29%	0%	-2%	/

No.	IL-1B inflam inh	HT1080 IDH1KD tx	SW480 rereplic	ATXN2 expr inh
25	-16	-1%	-2%	/
26	27	-4%	-1%	8%
27	35	?	0%	11%
28	0	13%	-2%	-3%
29	-63*	16µM*	/	0%
30	24	5%	/	10%
31	56	9%	-6%	1%
32	5	-1%	21µM*	18%
33	1	3%	1%	-7%
34	10	25%	2%	-10%
35	9	8%	-2%	7%
36	4	?	/	?

Complete entries from above. Order of values: WRN helicase inh	HT1080-NT tox	KB-3-1 cytotox	KB-V1 MDR tox	MCF10A rerep	IL-1B inflam inh	HT1080 IDH1KD tx	SW480 rereplic	ATXN2 expr inh
COc1nc(N(C)S(=O)(=O)c2ccc(C)cc2)nc(C)c1Cl as listed: -8%	2%	?	-17%	1%	1	3%	1%	-7%
O=C1C2CC=CCC2C(=O)N1c1n[nH]c(Cc2ccccc2)n1 (centres undefined) as listed: 1%	-1%	-2%	-2%	7.3µM*	10	25%	2%	-10%
CCCCCc1c(-c2ccc(Cl)cc2)ncn1CCc1ccccc1OC as listed: -12%	?	?	12µM*	/	-63*	16µM*	/	0%

(next part)
No.	SMILES	WRN helicase inh	HT1080-NT tox	KB-3-1 cytotox	KB-V1 MDR tox	MCF10A rerep
37	CCN(CC)C(=O)C1(P(=O)(c2ccccc2)c2ccccc2)CCC1	7%	4%	-1%	-24%	9%
38	O=S(=O)(c1ccc(F)cc1)N1CCN(CCOc2ccccc2)CC1	4%	2%	3%	-21%	-33%[inhibitor]
39	Cc1nn(CC(=O)Nc2ccc3c(c2)nc2n3CCOC2)c(=O)c2ccccc12	-2%	7%	-2%	14%	-1%
40	O=C(O)C1CCN(c2ccc(S(=O)(=O)N3CCC(C(=O)O)CC3)cc2[N+](=O)[O-])CC1	-1%	12%	16%	?	1%
41	Cc1cc(C)n2ncc(/C(N)=N/OC(=O)c3ccccc3F)c2n1	-7%	0%	-6%	-11%	-2%
42	CCOc1ccc(OCCOCCOc2c(Cl)cccc2Cl)cc1	-27%	15%	-8%	?	1%

No.	IL-1B inflam inh	HT1080 IDH1KD tx	SW480 rereplic	ATXN2 expr inh
37	11	3%	-5%	-4%
38	-15	-2%	1%	-9%
39	-6	7%	-4%	3%
40	9	6%	-1%	-10%
41	-1	-10%	-1%	7%
42	-2	13%	-3%	-5%
